# APJ antagonist: blocks the human apelin receptor APJ | P35414 | CHO-K1 APJ beta-arrestin complementation, luminescence | inhibition, % at 20 µM | 330,000 tested, 0.32% active;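 active means inhibition above about 40% at 20 µM, limit read from the data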;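 further: cells challenged with 10 nM apelin-13 agonist together with compound; plate controls were apelin-13 plus DMSO wells for no effect and DMSO wells lacking apelin-13 for full effect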
# tim10-1 inh: growth inhibitors of tim10-1 mutant yeast; 330,000 tested, 2.2% active; S. cerevisiae tim10-1 ts strain growth, BacTiter-Glo, 24 h; inhibition, % at 20 µM;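 active means inhibition of at least 40%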;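 further: mutant grown at 25 °C; 0% = DMSO wells with yeast and 100% = wells holding no yeast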
# tim23-1 inh: inhibits growth of tim23-1 mutant yeast. S. cerevisiae tim23-1 growth, BacTiter-Glo luminescence, 24 h. inhibition, % at 20 µM. 330,000 tested, 1.3% active;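 active means growth inhibition of the mutant yeast at or above 50%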;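 further: temperature-sensitive mutant grown at 25 °C; plate controls were DMSO-treated mutant yeast for no effect and medium wells lacking yeast for full effect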
# UPR CHOP act: activators of apoptotic arm of unfolded protein response (CHOP); activation, % at 10 µM; 330,000 tested, 0.34% active; CHO-CHOP luciferase reporter, UPR activation, luminescence; percent of tunicamycin response over DMSO baseline;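 active means at 10 µM dose, activation of 40% or more, normalized to positive control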;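 further: 100% = tunicamycin at 10 µg/mL and 0% = DMSO alone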
#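 System: CHO-CHOP luciferase reporter cell line | Buffer or medium: F12 medium containing 10% fetal bovine serum | Doses: One dose, 10 µM in 0.5% DMSO | Times: 6 h compound exposure at 37 °C after overnight seeding | Signal: Luciferase luminescence | Read-out: % activation vs tunicamycin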
# UPR XBP1 act: adaptive UPR (XBP1) activation. activation, % at 20 µM. AID 463104. CHO-XBP1 luciferase reporter, IRE1-XBP1 UPR activation, luminescence; percent of tunicamycin response, DMSO as zero. 330,000 tested, 0.33% active;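 active means versus positive control, 20 µM dose yields 30% or more activation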;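 further: 100% = tunicamycin at 10 µg/mL and 0% = DMSO only wells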
#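 Assay system: CHO-XBP1 luciferase reporter cells; Schedule: 6 h treatment, 37 °C; Detection: glow luminescence from Steady-Glo reagent; Benchmarks: high control tunicamycin 10 µg/mL final, low control DMSO vehicle only.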
# Mdm2-MdmX inh: human Mdm2/MdmX binding inhibition | SaOS-2 split-luciferase Mdm2/MdmX complementation, luminescence | 330,000 tested, 3% active | O15151+Q00987 | inhibition, % at 8 µM;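 active means inhibition of at least 50% at 8 µM in the primary screen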
# Target sequence (O15151 whole entry, looked up): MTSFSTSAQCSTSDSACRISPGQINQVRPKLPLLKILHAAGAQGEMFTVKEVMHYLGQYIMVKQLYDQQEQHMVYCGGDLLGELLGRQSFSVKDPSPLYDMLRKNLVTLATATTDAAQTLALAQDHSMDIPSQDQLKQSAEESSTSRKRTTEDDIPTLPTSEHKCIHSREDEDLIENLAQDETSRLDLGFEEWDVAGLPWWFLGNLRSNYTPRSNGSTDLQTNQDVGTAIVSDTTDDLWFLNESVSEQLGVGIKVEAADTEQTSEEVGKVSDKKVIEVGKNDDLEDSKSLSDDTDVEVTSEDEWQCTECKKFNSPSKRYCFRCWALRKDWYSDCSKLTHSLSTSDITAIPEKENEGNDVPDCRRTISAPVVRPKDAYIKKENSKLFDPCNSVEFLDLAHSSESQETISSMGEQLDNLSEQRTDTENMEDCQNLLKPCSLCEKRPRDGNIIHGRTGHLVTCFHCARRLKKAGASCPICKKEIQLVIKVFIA
# Target sequence (Q00987 whole entry, looked up): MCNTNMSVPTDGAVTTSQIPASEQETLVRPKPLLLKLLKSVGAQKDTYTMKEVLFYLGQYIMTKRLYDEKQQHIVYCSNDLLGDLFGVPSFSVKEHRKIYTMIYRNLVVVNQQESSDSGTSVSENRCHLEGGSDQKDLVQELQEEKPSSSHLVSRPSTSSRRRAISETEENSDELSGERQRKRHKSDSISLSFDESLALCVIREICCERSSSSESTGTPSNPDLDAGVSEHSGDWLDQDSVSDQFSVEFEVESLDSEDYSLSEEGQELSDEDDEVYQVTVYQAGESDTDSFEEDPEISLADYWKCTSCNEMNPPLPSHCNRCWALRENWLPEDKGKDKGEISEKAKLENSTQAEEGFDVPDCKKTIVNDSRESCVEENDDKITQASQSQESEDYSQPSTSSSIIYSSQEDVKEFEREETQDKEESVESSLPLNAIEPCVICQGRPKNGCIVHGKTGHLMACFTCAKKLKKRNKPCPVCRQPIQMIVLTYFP
# TIM10 inh: growth inhibitors of TIM10 yeast strain | 330,000 tested, 1.4% active | inhibition, % at 10 µM | S. cerevisiae TIM10 strain growth, BacTiter-Glo luminescence, 24 h;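 active means inhibition of 40% or more at the single tested concentration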;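 further: wild-type TIM10 isogenic control strain grown at permissive 25 °C; 0% = DMSO yeast wells and 100% = minimal medium wells without yeast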
# APJ ag: activates the human apelin receptor APJ; P35414; 330,000 tested, 0.11% active; AID 2520; activation, % at 20 µM; CHO-K1 APJ PathHunter beta-arrestin, luminescence; 0% DMSO wells, 100% apelin;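 active means activation more than six SD over the plate average, tested at 20 µM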;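 further: 0% = DMSO alone and 100% = apelin-13 at 10 nM; some results filed as inactive read as strong as hits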
#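 Material: engineered CHO-K1 APJ arrestin reporter cells; amount: 1000 CHO-K1 reporter cells seeded per well; incubation: compound stimulation 90 min at 25 °C, detection 60 min; signal: luminescent beta-gal fragment complementation, chemiluminescent substrate; read-out basis: APJ agonist activity; controls: DMSO-only wells as negative, 10 nM Apelin-13 as positive control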
# CXCR6 inh: CXCR6 (human) receptor inhibition; O00574; CHO-K1 PathHunter CXCR6 beta-arrestin, luminescence; inhibition, % at 20 µM; 360,000 tested, 0.36% active; in the data active means inhibition above about 34%, passing the limit was not always enough;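 further: antagonist mode with CXCL16 agonist at 10 nM final; 0% = 10 nM CXCL16 with DMSO and 100% = unstimulated wells without agonist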
# * marks the source's active call; other numbers are inactive results. The list is partial. The share of hits here may be higher or lower than overall.
SMILES,APJ antagonist,tim10-1 inh,tim23-1 inh,UPR CHOP act,UPR XBP1 act,Mdm2-MdmX inh,TIM10 inh,APJ ag,CXCR6 inh
Cc1ccc(NS(=O)(=O)c2ccc3c(c2)NC(=O)CCS3)c(Cl)c1,11,21,15,1.7,-7,15,-6,1,-8
O=C(CCc1ccccc1)Nc1ncn[nH]1,5,3,13,-0.5,2,-3,0,-3,7
Nc1nc(SCC(=O)Nc2ccc(Br)cc2Br)n[nH]1,14,-17,3,1.2,-2,10,-3,0,-2
O=C(Nc1ccc(Cl)c(S(=O)(=O)N2CCOCC2)c1)c1cn2ccccc2n1,17,37,16,0.5,-2,-1,2,3,-7
CCN(CC)CCn1c2c(c(SCC(=O)Nc3nc4ccccc4s3)nc1=O)CCCC2,22,-14,4,0.5,1,27,0,1,11
Cc1ccc2nc(NC(=O)CCNS(=O)(=O)c3ccc(Br)s3)sc2c1,-19,37,30,1.7,-1,37,36,-2,-5
Cn1c(N)c(C(=O)COC(=O)c2ccc(C(F)(F)F)cc2)c(=O)n(C)c1=O,2,25,40,4.1,-3,0,11,-2,-6
CC1CCCN(C(c2cccs2)c2nnnn2Cc2ccccc2)C1 (stereo unspecified),17,30,32,0.8,2,-10,36,-4,6
O=C(c1ccc2c(c1)C(=O)N(Cc1ccco1)C2=O)N1CCOCC1,-8,4,-1,-2.5,2,9,8,-3,4
O=C(Cn1cc(SCc2ccc(Cl)cc2)c2ccccc21)N1CCOCC1,-5,1,10,1.6,2,-28,8,2,9
C=CCNC(=O)Cn1c(=O)c2c(ncn2CCC(C)C)n(Cc2ccccc2)c1=O,28,-2,2,1.9,0,12,5,1,3
Cc1ccccc1OCCOC(=O)c1c(-c2ccccc2)noc1C,20,-14,-11,-0.5,-4,2,-16,-4,6
OCCC1CN(Cc2cc3ccccc3o2)CCN1Cc1ccc(F)cc1 (stereo unspecified),-25,15,11,0.7,-2,1,-7,-1,-4
CCOC(=O)CCc1cnccc1-c1cccc(OC)c1O,-37,-27,-78,0.2,2,2,-60,3,3
Cc1nnc(SCc2ccccc2)n(N)c1=O,17,4,-2,3.3,-2,13,4,-1,-6
Cc1ccc(NS(=O)(=O)c2cc(C(=O)N(C)C)ccc2C)cc1C,-13,19,12,-0.7,0,-14,0,-3,-1
COC(=O)C(Cc1ccccc1)NC(=S)NC(=O)c1ccccc1 (stereo unspecified),4,30,30,1.8,-1,-1,39,-2,0
NS(=O)(=O)c1ccc(CCNC(=O)/C=C/c2ccccc2[N+](=O)[O-])cc1,1,-1,1,1.0,-2,-9,6,-3,0
Clc1ccc(-c2nnc3ccccn23)cc1,14,-12,13,0.1,-1,3,-5,-1,3
Cc1cc(Br)ccc1NC(=O)C1CSC2(C)CCC(=O)N12 (stereo unspecified),27,-3,-3,1.5,-3,19,-1,-4,2
CC1CCN(C(=O)COC(=O)c2ccc3c(c2)OCCO3)CC1,13,-40,0,1.0,2,-18,-16,0,6
CC[n+]1oc(-c2ccccc2)cc1C,9,-3,3,1.2,-3,8,-6,0,3
CC(OC(=O)c1cc(Cl)ccc1[N+](=O)[O-])C(=O)NC(C)c1ccc(F)cc1 (stereo unspecified),-38,25,19,-1.6,1,-21,-6,1,-8
CSc1cc(-c2ccccc2)n(Cc2ccc(Cl)cc2Cl)c(=O)c1C#N,21,-5,2,-0.2,-3,13,1,-3,5
CN(C)CCCN1C(=O)CSC1c1ccccc1 (stereo unspecified),4,-7,9,-1.7,0,-5,-1,-4,7

# (more compounds)
SMILES,APJ antagonist,tim10-1 inh,tim23-1 inh,UPR CHOP act,UPR XBP1 act,Mdm2-MdmX inh,TIM10 inh,APJ ag,CXCR6 inh
CCc1ccccc1NC(=O)Nc1cccs1,-7,15,12,1.9,0,16,19,-1,-10
Cc1cccc(Cc2c(C)nc3c(C(=O)N4CCN(Cc5ccc6c(c5)OCO6)CC4)cnn3c2C)c1,11,42*,25,-1.3,-2,38,31,0,13
CC(C)Cc1nnc(NC(=O)CCC(=O)Nc2ccc(F)cc2)s1,-8,-2,7,1.9,-2,4,-3,-3,-1
CN(C)C(=O)COC(=O)c1ccccc1Nc1ccc(SC(F)F)cc1,9,34,26,4.0,4,-5,24,-2,1
COC(=O)C1=C(C)NC(C)=C(C(=O)OC)C1c1ccccc1OCc1c(C)no[n+]1[O-],14,11,11,11,0,15,4,-5,1
COc1cc(CC(=O)O)ccc1O,1,-7,-17,0.2,-1,7,3,-4,6
Nc1c(C(=O)O)cnc2nc(N3CCOCC3)nn12,-1,12,0,-2.0,-3,28,8,-1,-6
CC(=O)N(C)c1ccc(NC(=O)c2ccccc2C(=O)O)cc1,-2,5,-3,-1.8,1,10,0,-4,-5
O=C(CCc1nnc(C2CCCCC2)o1)N1CCN(c2ccccc2F)CC1,-1,-1,13,3.2,-1,-86,-4,-2,-10
O=C(NCCOc1ccc(F)cc1)C1CCC(=O)N(CC2CCCCC2)C1 (stereo unspecified),-26,32,12,-2.5,2,8,15,-4,11
CCOC(=O)[C@@H]1[C@H]2COc3cc(OC)ccc3[C@H]2N2C(=O)N(c3cccc(C)c3)C(=O)[C@]12C,5,12,11,0.2,1,5,5,-3,10
Cc1cccc(C(=O)Oc2ccc(/C=N/NC(=O)c3ccccc3O)cc2)c1,-4,-17,-52,2.3,-1,-9,-33,-2,7
CCOc1ccc2c(c1)c(C(C)=O)c(C)n2-c1ccccc1,9,33,22,-1.4,0,20,31,1,-7
Cc1cc(C)n2nc(C(=O)NCc3ccccc3)cc2n1,16,20,9,-0.8,1,8,-17,-4,-2
CC1(C)C(=O)Nc2ccccc2N1C(=O)COC(=O)COc1cccc(C(F)(F)F)c1,9,15,17,-0.3,3,21,3,-1,-1
CC(=O)c1sc(-c2ccc(F)cc2F)nc1C,1,-8,8,5.2,0,14,-9,-4,5
CC(C(=O)N(C)C)N1c2cccc3cccc(c23)S1(=O)=O (stereo unspecified),10,7,1,1.0,0,19,-5,-2,-3
N/C(=N\OC(=O)N1c2ccccc2Sc2ccccc21)c1ccccc1,-14,61*,66*,3.5,-1,20,84*,3,-13
Cc1cccc(NC(=O)C(C)N2C(=O)C3C4CC(C(Br)C4Br)C3C2=O)c1 (stereo unspecified),16,40,35,-1.6,1,-21,12,2,-4
O=C(CN1C(=O)C2CC=C(Cl)CC2C1=O)N1CCOCC1 (stereo unspecified),-6,-7,-2,-1.5,-2,1,-15,-6,6
Cc1ccc(S(=O)(=O)N2CCCCC2)cc1NC(=O)COC(=O)C1=COCCO1,-4,9,10,-1.2,-4,15,7,-1,3
O=C1CC(Nc2ccccc2)C(=O)N1CCc1ccccc1 (stereo unspecified),5,24,-6,0.2,0,-7,3,-1,2
Nc1ncnc2c1ncn2C1O[C@H](CO)[C@@H](O)[C@@H]1O (stereo partly specified),15,-19,-17,-0.5,-8,29,-13,0,-7
Cc1cc(C)cc(NC(=O)N2c3ccccc3NC(=O)CC2C)c1 (stereo unspecified),-6,2,10,-2.3,-4,15,-10,2,2
O=C1NC(=Nc2ccc(O)cc2)S/C1=C/c1ccco1,-3,2,3,0.2,11,49,12,-4,4

# Overlap with the part before: 5 entries; new compounds follow.
SMILES,APJ antagonist,tim10-1 inh,tim23-1 inh,UPR CHOP act,UPR XBP1 act,Mdm2-MdmX inh,TIM10 inh,APJ ag,CXCR6 inh
Cc1ccc(S(=O)(=O)N2CCCCC2)cc1NC(=O)COC(=O)C1=COCCO1,-4,9,10,-1.2,-4,15,7,-1,3
O=C1CC(Nc2ccccc2)C(=O)N1CCc1ccccc1 (stereo unspecified),5,24,-6,0.2,0,-7,3,-1,2
Nc1ncnc2c1ncn2C1O[C@H](CO)[C@@H](O)[C@@H]1O (stereo partly specified),15,-19,-17,-0.5,-8,29,-13,0,-7
Cc1cc(C)cc(NC(=O)N2c3ccccc3NC(=O)CC2C)c1 (stereo unspecified),-6,2,10,-2.3,-4,15,-10,2,2
O=C1NC(=Nc2ccc(O)cc2)S/C1=C/c1ccco1,-3,2,3,0.2,11,49,12,-4,4
O=C(Cc1cccc2ccccc12)Nc1cc(C(=O)O)cc(C(=O)O)c1,10,-6,4,0.5,-5,31,-4,-3,-25
O=C(CSc1ncnc2sc3c(c12)CCCC3)c1ccccc1,2,20,15,-0.5,4,-32,4,-3,-7
CCCCOc1ccc(C(=O)N2CCCC2)cc1,-22,15,24,0.9,1,-16,-11,-3,-7
O=S(=O)(Nc1ccc(-c2nnc(SCc3ccc(Cl)cc3)o2)cc1)c1ccccc1,-6,19,22,0.0,-1,16,19,-1,6
CC(C)(C)C(=O)Oc1cc(N)n(S(=O)(=O)c2ccccc2)n1,-13,26,5,0.2,-2,15,5,6,-6
CCN1C(=O)/C(=C2\SC(=S)N(NC(=O)c3ccccc3O)C2=O)c2ccccc21,-33,5,23,-1.8,-5,-8,-3,4,5
CCN(CC(=O)NCc1cccs1)C(=O)CCC(=O)c1ccc(F)cc1,8,-3,5,-1.0,0,21,4,-1,-3
CC(C)(C)OC(=O)N[C@H](C(=O)OC(C)(C)C)c1ccc2ccccc2c1,15,-4,3,2.6,-2,-7,-5,-3,4
CCN(CC)CCCN=C(C)C1=C(O)c2ccccc2C1=O,2,4,-4,2.0,-2,16,2,-3,5
CC1CCCC(NS(=O)(=O)c2cc(Br)cnc2N)C1C (stereo unspecified),3,38,55*,19,-3,-1,28,2,4
O=C(Nc1cccnc1)c1ccccc1O,15,-8,3,4.2,2,6,4,-4,-3
Fc1ccc(CCNC(=S)Nc2ccc(F)c(Cl)c2)cc1,8,52*,55*,-1.2,-2,28,41*,-2,-6
Clc1ccc2nc(-c3ccc(Br)s3)cn2c1,-9,24,36,-4.7,-3,-87,18,-1,-11
O=C(CSc1nc2ccccc2c(=O)[nH]1)N1CCN(S(=O)(=O)c2ccccc2)CC1,-4,13,-2,1.0,-1,7,6,-4,-4
CN(C)S(=O)(=O)c1ccc(C(=O)NCCOc2ccc(F)cc2)cc1,28,9,-19,3.6,2,-46,-8,-3,-1
CC(=O)C1=C(O)C(=O)N(CCCO)C1c1ccccc1 (stereo unspecified),2,-8,2,-2.6,-2,6,-2,-5,4
O=C(N=Nc1c(O)[nH]c2ccccc12)c1cc(NS(=O)(=O)c2cccs2)cc(NS(=O)(=O)c2cccs2)c1,23,11,-22,0.0,-2,77*,-8,-2,2
CN(CC(=O)N1CCN(c2ccccn2)CC1)S(=O)(=O)c1ccc(Br)cc1,-13,16,14,-4.1,1,13,7,-4,5
Cc1ccc(N(CCC#N)C(=O)COC(=O)C2CCN(S(=O)(=O)c3ccc(C)c(C)c3)CC2)cc1,11,18,12,-0.2,-1,34,1,0,2
CC(=O)c1ccc(OCc2cc(C(=O)N(C)Cc3ccccn3)no2)cc1,16,17,41,5.0,2,-38,4,-9,-6
O=C(NCc1ccccc1)C1(c2ccccc2)CCN(S(=O)(=O)c2ccccc2)CC1,-9,32,39,-0.4,-1,19,10,-4,2
COCc1cc(C)nc(SCC[N+](C)(C)CC(=O)c2ccccc2)c1C#N,-24,8,21,-1.4,-2,0,3,1,-7

# Screening results: PubChem, Sanford-Burnham Center for Chemical Genomics
